DNMT1 inh = human DNMT1 methyltransferase inhibitors, primary screen, biochemical, molecular beacon, fluorescence, HinP1I cleavage, uHTS; DNA (cytosine-5)-methyltransferase 1 (Homo sapiens), P26358; inhibition (reported as % activation of signal), % at 10 µM; 360,000 tested, 0.83% active; AID 588458, 2011; in the data active = inhibition above about 50%
Target sequence (P26358 504-1616 limits assumed): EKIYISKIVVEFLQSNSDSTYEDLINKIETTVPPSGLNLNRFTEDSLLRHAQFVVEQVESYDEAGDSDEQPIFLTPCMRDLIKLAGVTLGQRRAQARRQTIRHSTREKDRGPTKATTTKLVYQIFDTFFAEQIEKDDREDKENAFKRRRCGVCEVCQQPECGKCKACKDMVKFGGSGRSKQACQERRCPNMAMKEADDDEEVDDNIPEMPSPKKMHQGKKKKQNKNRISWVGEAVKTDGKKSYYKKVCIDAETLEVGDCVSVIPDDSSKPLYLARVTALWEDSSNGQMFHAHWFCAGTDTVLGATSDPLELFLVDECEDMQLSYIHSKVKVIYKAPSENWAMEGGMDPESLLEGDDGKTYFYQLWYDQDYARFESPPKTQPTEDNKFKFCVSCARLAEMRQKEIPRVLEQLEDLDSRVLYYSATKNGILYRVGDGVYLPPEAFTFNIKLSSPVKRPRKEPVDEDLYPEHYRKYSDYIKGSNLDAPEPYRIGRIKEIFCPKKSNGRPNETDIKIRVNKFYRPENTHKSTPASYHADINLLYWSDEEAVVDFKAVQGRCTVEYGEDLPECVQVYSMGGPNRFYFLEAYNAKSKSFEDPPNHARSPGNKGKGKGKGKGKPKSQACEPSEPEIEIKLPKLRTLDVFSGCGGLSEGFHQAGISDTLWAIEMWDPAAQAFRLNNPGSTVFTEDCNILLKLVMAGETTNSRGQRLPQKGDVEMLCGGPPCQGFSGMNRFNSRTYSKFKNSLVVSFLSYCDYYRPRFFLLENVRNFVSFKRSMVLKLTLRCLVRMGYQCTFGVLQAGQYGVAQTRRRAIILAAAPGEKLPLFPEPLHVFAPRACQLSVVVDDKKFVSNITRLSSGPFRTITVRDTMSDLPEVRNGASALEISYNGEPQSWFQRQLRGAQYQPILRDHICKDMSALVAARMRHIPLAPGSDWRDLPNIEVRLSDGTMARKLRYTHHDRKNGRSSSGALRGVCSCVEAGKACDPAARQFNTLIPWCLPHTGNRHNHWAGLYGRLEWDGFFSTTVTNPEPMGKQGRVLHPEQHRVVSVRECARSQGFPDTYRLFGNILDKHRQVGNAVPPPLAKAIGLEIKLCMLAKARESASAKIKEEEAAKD
Scp-1 inhibitor = Scp-1 phosphatase inhibitors, primary screen, biochemical, colorimetric, uHTS; Carboxy-terminal domain RNA polymerase II polypeptide A small phosphatase 1 (Homo …; 340,000 tested, 0.88% active; AID 493091, 2011; Recombinant Scp1, phosphopeptide, malachite green phosphate absorbance; inhibition, % at 20 µM;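 active = inhibition above about 50% at 20 µM, limit read from the data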;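 also: plate controls were DMSO wells with enzyme for no effect and wells lacking enzyme for full effect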
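System: SCP-1 catalytic domain; Reagent: Phospho 17-mer peptide substrate; Doses: one concentration, 20 µM, with 1.0% DMSO; Incubation: 45 min room-temperature reaction, 5 min colour, 30 min stabiliser; Signal: Phosphate-binding colour reagent, absorbance read at 630 nm.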
Rpn11 block = Rpn11 (PSMD14) deubiquitinase inhibitors, primary screen, biochemical, fluorescence polarization, uHTS; 26S proteasome non-ATPase regulatory subunit 14 (Homo sapiens), O00487; human 26S proteasome, Ub4-pepOG fluorescence polarization; 20S core pre-blocked with epoxomicin; calls only at 20 µM; 360,000 tested, 0.59% active;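 active = inhibition at 20 µM, scaled to each plate's controls, above about 33%, limit read from the data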
SUMO1-SIM PPI = modulators of SUMO1 protein-protein interactions, primary screen, biochemical, uHTS. Small ubiquitin-related modifier 1 (Homo sapiens), P63165. inhibition, % at 20 µM. SUMO1 binding to a labelled peptide, TR-FRET, 1 h. 360,000 tested, 0.33% active. AID 602429, 2012; in the data active = inhibition above about 37%
CSN inh = inhibitors of CSN-mediated cullin deneddylation, primary screen, biochemical, fluorescence polarization, uHTS. COP9 signalosome complex subunit 5 (Homo sapiens), Q92905. Purified CSN, SCF-Nedd8-OG deneddylation. inhibition, % at 12.5 µM. 360,000 tested, 0.38% active. AID 651999, 2013;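 active = pattern-corrected inhibition above about 35%, with an unprinted fluorescence ratio check between 0.5 and 1.5, limit read from the data, passing the limit was not always enough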;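 also: 0% = enzyme with substrate and 100% = substrate without enzyme; some results filed as inactive read as strong as hits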
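test system = HEK293T-derived human Csn5 enzyme | amount = 0.24 nM Csn5 enzyme, final concentration | medium = Tris/NaCl/DTT buffer, pH 7.5 | schedule = 90 min reaction at room temperature | signal = FP | evaluation = inhibition of Csn5 cleavage, % | compound dosing = single dose of 12.5 µM compound with 0.25% DMSO | probe or stimulus = 10 nM SCFSkp2-Nedd8OG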
NadD inh = inhibitors of S. aureus NadD, primary screen, biochemical, colorimetric, uHTS. 360,000 tested, 0.78% active. inhibition, % at 20 µM. AID 602399, 2012. purified NadD enzyme, colorimetric absorbance read-out; in the data active = inhibition above about 26%; also: some compounds past the cut are filed as inactive
MsrA inhibitor = bovine MsrA enzyme inhibitors, primary screen, biochemical, absorbance, HTS | inhibition, % at 15.5 µM | 360,000 tested, 0.75% active | purified bovine MsrA, absorbance read-out | Methionine sulfoxide reductase A (Bos taurus) | AID 651718, 2012; in the data active = inhibition above about 4.5%;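 also: 0% = vehicle wells with enzyme and 100% = reference inhibitor wells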
Tb MetRS inh = T. brucei MetRS inhibitors, primary screen, biochemical, luminescence; AID 624268, 2012; methionyl-tRNA synthetase (Trypanosoma brucei brucei); purified T. brucei MetRS, ATP depletion, Kinase-Glo luminescence; inhibition, % at 11.9 µM; 360,000 tested, 0.4% active;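 active = inhibition above a per-plate cutoff of the control wells' mean inhibition plus 3 SD, cut at about 5.5% in these data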;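 also: 0% = DMSO wells median and 100% = median of wells with control inhibitor compound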
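Dosing: 11.9 µM single point; system: parasite MetRS enzyme; technique: luminescence of leftover ATP; times: 15 min enzyme-compound preincubation, 2 h reaction, 10 min detection, 25 °C; replicates: each compound tested once; read-out basis: percent inhibition relative to median high and low control wells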
LMPTP block = LMPTP phosphatase inhibitors, primary screen, biochemical, fluorescence intensity, uHTS; AID 651560, 2012; 360,000 tested, 0.22% active; recombinant LMPTP-A, OMFP fluorogenic substrate; inhibition, % at 20 µM;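 active = compounds that cut the enzyme signal by at least half of the control window in the single-dose screen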;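 also: plate controls were DMSO wells with enzyme plus substrate for no effect and substrate without enzyme for full effect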
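Assay system: LMPTP-A enzyme. Input: 0.625 nM LMPTP-A final. Probe or stimulus: 400 µM OMFP. Compound dosing: single 20 µM dose. Schedule: 50 min dark incubation at room temperature. Detection: fluorescence intensity of OMFP turnover product. Read-out: percent inhibition versus substrate-only and uninhibited controls. Benchmarks: no-enzyme low control, uninhibited high control.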
STEP block = STEP phosphatase inhibitors, primary screen, biochemical, fluorescence intensity, uHTS; recombinant STEP, OMFP fluorogenic substrate; 360,000 tested, 0.25% active; inhibition, % at 20 µM;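 active = inhibition at 20 µM, scaled per plate between control wells, above about 37%, limit read from the data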;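 also: 0% = DMSO with enzyme and substrate and 100% = substrate only without enzyme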
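System: STEP phosphatase, cell-free reaction; Buffer or medium: Bis-Tris pH 6.0 buffer with DTT, detergent; Incubation: 20 min at room temperature, dark; Measured by: fluorescence, 480/540 nm.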
The depositor's hits bear a star; i = inactive; x = no result given; + = active, no number.

CSN inh,MsrA inhibitor,SUMO1-SIM PPI,DNMT1 inh,Scp-1 inhibitor,Tb MetRS inh,NadD inh,LMPTP block,STEP block,Rpn11 block,smiles
-5,-1.2,4,-2,-6,-0.3,-5,1.1,0,i,CCN1CCN(S(=O)(=O)c2ccc(Cl)c(C(=O)Nc3ccccc3N3CCCC3)c2)CC1
2,1.9,-18,-2,-6,-0.5,-4,0.2,-2,i,C/C(=N\Nc1nc(N)cc(Cl)n1)c1cccc([N+](=O)[O-])c1
-74,0.1,-82,68*,-13,-1.3,3,-3.5,-24,i,O=C1c2cccc3c(O)ccc(c23)C(=O)N1Cc1ccccc1
9,0.8,-3,-2,-3,-0.1,0,-1.3,-3,i,CCOC(=O)[C@H]1[C@H]2COc3cc(OC)ccc3[C@@H]2N2C(=O)CN(C)C(=O)[C@@]12C
-2,-1.1,-9,0,-5,-0.3,0,1.0,0,i,COc1ccc(CCN2CC(C(=O)NCCc3ccccc3C)CCC2=O)cc1 (centres undefined)
3,-0.5,6,2,-5,-0.1,-7,-0.9,0,i,Cc1ccccc1-c1nc(CS(=O)(=O)CC(=O)NC2CC2)c(C)o1
-3,0.1,-1,7,3,-1.1,3,0.3,2,i,Cc1ccc(C(=O)NNC2=Nc3cc([N+](=O)[O-])ccc3OC2)cc1
2,0.5,5,4,-1,0.7,3,0.0,-2,i,Cc1onc(-c2ccccc2Cl)c1C(=O)NC(C)c1ccccc1 (centres undefined)
4,0.1,-3,21,0,-1.2,8,-0.4,-2,i,Cc1[nH]c2ccccc2c1/C=N\NC(=O)Cn1nnc(-c2ccccc2)n1
-3,-0.2,-2,68*,-7,-0.4,4,0.8,1,i,Oc1ccc(F)c2cccnc12
1,-0.6,0,0,-6,-0.2,-3,2.7,2,i,CCCCn1nnc(NC(=O)COc2cc(C)ccc2C(C)C)n1
-4,2.1,-1,-1,-7,-0.7,-4,-2.7,0,i,C[C@H](NC(=O)C1CCC(CNC(=O)[C@@H]2CCCN2C(=O)OC(C)(C)C)CC1)C(=O)O (some centres undefined)

Ordered by number of heavy atoms (falling): 4 of the compounds above.
CSN inh,MsrA inhibitor,SUMO1-SIM PPI,DNMT1 inh,Scp-1 inhibitor,Tb MetRS inh,NadD inh,LMPTP block,STEP block,Rpn11 block,smiles
-5,-1.2,4,-2,-6,-0.3,-5,1.1,0,i,CCN1CCN(S(=O)(=O)c2ccc(Cl)c(C(=O)Nc3ccccc3N3CCCC3)c2)CC1
-2,-1.1,-9,0,-5,-0.3,0,1.0,0,i,COc1ccc(CCN2CC(C(=O)NCCc3ccccc3C)CCC2=O)cc1 (centres undefined)
4,0.1,-3,21,0,-1.2,8,-0.4,-2,i,Cc1[nH]c2ccccc2c1/C=N\NC(=O)Cn1nnc(-c2ccccc2)n1
-3,0.1,-1,7,3,-1.1,3,0.3,2,i,Cc1ccc(C(=O)NNC2=Nc3cc([N+](=O)[O-])ccc3OC2)cc1

Later entries
CSN inh,MsrA inhibitor,SUMO1-SIM PPI,DNMT1 inh,Scp-1 inhibitor,Tb MetRS inh,NadD inh,LMPTP block,STEP block,Rpn11 block,smiles
1,3.4,-11,0,-9,-0.8,-6,-1.0,2,i,C/C(=C\c1cccs1)C(=O)c1c(C)cc(C)[nH]c1=O
4,-0.9,4,-2,4,-0.4,0,-1.0,-3,i,COc1cc(NCCCn2cnc(C(=O)Nc3ccc(C)c(C)c3)n2)cc(OC)c1OC
7,-0.6,2,0,18,-0.4,-2,0.2,-3,i,O=S(=O)(Cc1c(F)cccc1Cl)c1ncn[nH]1
6,-0.9,-2,0,1,-0.7,-6,1.1,3,i,CC(C)COC(=O)Nc1ccccc1C(=O)N1CCOCC1
-2,1.3,4,-1,-1,-0.4,-5,3.2,0,i,CC1CCC2(CC1)NC(=O)N(NC(=O)c1cccc(N(C)C)c1)C2=O (centres undefined)
0,-0.9,-9,6,-5,-0.5,0,-0.8,1,i,O=C(COC(=O)/C=C/c1ccccc1)NC1CC1
-2,1.1,3,-1,-7,-0.2,-5,-1.6,0,i,O=C(O)C(Cc1ccccc1)NC(=O)C(Cc1ccccc1)NC(=O)C12CC3CC(CC(C3)C1)C2 (centres undefined)
0,-0.5,1,3,x,0.1,-2,-1.2,-2,i,C=CCCC(=O)N1C[C@H]2CON(C)[C@H]2C[C@H]1c1cccc(Oc2ccccc2)c1
0,-0.3,-3,-3,-5,-0.3,-6,0.9,0,i,COc1ccc2c(c1)CC=C1C2CCC2(C)C(=O)C(=NO)CC12 (centres undefined)
1,-0.6,-19,6,-8,-0.6,-2,0.1,-1,i,COc1c2ccccc2c(OC)c2ccccc12
-8,3.8,-5,-6,-9,0.3,49*,5.0,0,i,COc1ccccc1-n1c(SCC(=O)c2ccc(O)cc2O)nc2cc([N+](=O)[O-])ccc21
1,0.9,-2,-1,-5,-0.8,-6,-1.1,4,i,O=C(O)[C@H]1Cc2ccccc2CN1S(=O)(=O)c1ccc(F)cc1
4,-0.1,1,-2,0,-0.5,0,-0.8,-3,i,CCOC(=O)C1CCN(C(=O)CN(Cc2ccc(Cl)cc2)S(C)(=O)=O)CC1
-3,0.3,4,7,2,-0.5,-3,-0.2,-1,i,C=CCn1c(SCC(=O)NCC2CCCO2)nnc1-c1ccncc1 (centres undefined)
6,-0.2,20,-8,-2,-0.1,8,3.5,0,i,O=C(Cn1ncc2c3ccccc3n(Cc3ccc(F)cc3)c2c1=O)N1CCN(c2ncccn2)CC1
11,1.6,-9,3,-6,-0.4,-3,1.1,0,i,Cc1cc(C)cc(C(=O)NC(CC(N)=O)c2ccc(NC3CCCCCC3)c([N+](=O)[O-])c2)c1 (centres undefined)
-1,-0.2,-9,-2,-37,-0.6,-1,-1.2,2,i,CCOC(=O)c1c(C)[nH]c(C)c1C(=O)COC(=O)/C=C/c1cccc(F)c1
6,2.7,-11,-1,-3,-1.3,-4,-0.4,-1,i,COc1cc(C(=O)Nc2ccc(S(=O)(=O)Nc3ncccn3)cc2)c([N+](=O)[O-])cc1OC
-5,0.5,4,2,-4,-1.0,-7,-1.3,-2,i,FC(F)(F)c1cnc(N2CCSCC2)c(Cl)c1
-6,-0.2,-5,x,x,-1.3,-8,2.4,x,x,OC(CSc1nnnn1-c1ccccc1)Cn1c2ccccc2c2ccccc21 (centres undefined)
1,0.2,2,-3,-3,-0.7,1,-1.9,-1,i,CCOC(=O)NC1(C(F)(F)F)C(=O)NC(C)=C1C(=O)OC (centres undefined)
-3,0.4,-22,-14,-12,-0.3,8,10.0,3,+,Cc1ccc(S(=O)(=O)Nc2cc(Cl)c(O)c3ncccc23)cc1
-4,0.4,3,-1,-2,-1.7,0,-1.4,0,i,CCOC(=O)C1CCCN(C(=O)c2ccc(CS(=O)(=O)Cc3ccccc3C)o2)C1 (centres undefined)
-17,-1.2,2,0,-2,0.6,-8,-1.1,2,i,OCC1(Cc2ccc(Cl)cc2)CCN(CCCc2ccccc2)CC1
0,1.2,2,-3,-1,-2.0,-4,-1.6,0,i,O=C(CN1CCN(Cc2ccc(F)cc2)CC1)Nc1nc2ccccc2s1
1,-0.5,6,2,-2,0.2,2,-0.2,3,i,COc1ccccc1OCC(=O)Nc1ccc(S(=O)(=O)NC(C)=O)cc1
-3,-0.2,-5,0,-7,0.8,-5,0.2,0,i,O=C(Cc1ccc(Cl)cc1)N/N=C/c1ccncc1
-16,0.0,2,-1,-7,0.1,-4,-1.0,0,i,COc1cc(/C=N/O)cc(Br)c1OC
-3,0.2,1,4,-2,-0.4,1,1.5,4,i,O=C(Cc1c(F)cccc1Cl)NNC(=S)Nc1ccc(S(=O)(=O)Nc2ncccn2)cc1
5,-0.7,-5,12,-3,-0.1,3,0.2,0,i,Cc1cccc(Cn2cc3c(=O)n(Cc4cccc(F)c4)nc-3c3ccccc32)c1
0,0.6,-2,0,-1,-0.3,-1,-0.7,1,i,COc1ccc(NC(=O)CCn2c(=S)[nH]c3ccccc3c2=O)cc1
-4,0.0,-9,0,-12,1.9,-7,1.4,-2,i,CCn1c(=N)n(CC(=O)c2ccc(Br)s2)c2ccccc21
-1,2.9,-13,0,-17,-0.2,-2,-1.1,2,i,Cc1cc(/C=C2\NC(=O)NC2=O)c(C)n1-c1cccnc1
-3,0.0,-12,1,-5,-0.3,3,1.6,0,i,Cc1cc[n+](CC(=O)c2ccccc2)c2ccccc12
0,-1.7,-2,9,2,-0.4,0,-0.1,0,i,Cc1ccc(S(=O)(=O)N(C)/N=C/c2ccc(C(=O)O)cc2)cc1
4,-0.2,0,-2,-7,0.1,4,1.8,-3,i,C=CCOc1ccccc1CNc1cccc(F)c1
3,-0.8,4,-5,x,0.2,-2,5.0,-2,i,O=C(NCc1ccc(Cl)c(Cl)c1)c1cc(C2CCCCN2C(=O)c2cccs2)on1 (centres undefined)
2,1.2,-25,-14,-11,-0.5,1,-0.2,-3,i,COc1ccc(/C=C2\SC(=S)N(CCCC(=O)Nc3ccc(O)cc3)C2=O)cc1
1,1.0,2,0,-8,-0.1,-1,-0.6,-2,i,COc1ccc(N(C(=O)c2ccco2)C(C(=O)NC2CCCC2)c2cccs2)c(OC)c1 (centres undefined)
1,-1.4,1,1,-10,-0.7,0,0.1,3,i,O=C(Nc1c(S(=O)(=O)c2ccc(Cl)cc2)csc1Br)c1ccccc1Cl
-4,-0.6,2,2,x,-0.9,-1,-0.9,-1,i,O=C(OCc1cn([C@@H]2C[C@H](c3ccccc3)N(Cc3cccs3)C[C@H]2O)nn1)c1ccccc1
5,-1.2,0,2,-19,0.5,-3,-0.1,-3,i,Fc1ccc(NC(=S)Nc2cccnc2)cc1Cl
2,3.7,3,1,-11,0.2,-1,-1.2,0,i,CCCN(CCC)C(=O)c1cn(C)c2ccc(S(=O)(=O)N3CCCC3)cc2c1=O
